From PubChem
Growth percent in the NCI-60 one-dose screen (48 h, 10 µM unless noted): 100 = growth as untreated, 0 = no growth, -100 = all killed.
BT-549: BT-549 breast cancer | hit rate 4.4% among 78,000
MALME-3M: MALME-3M melanoma. hit rate 5.8% among 78,000. AID 1794766
UACC-257: UACC-257 melanoma. AID 1794764. hit rate 4.4% among 78,000
SK-MEL-28: SK-MEL-28 melanoma. hit rate 4.1% among 81,000. AID 1794761
T-47D: T-47D breast cancer; hit rate 5% among 79,000; AID 1794792
SK-MEL-2: SK-MEL-2 melanoma. AID 1794763. hit rate 4.7% among 77,000
HS 578T: HS 578T breast cancer. hit rate 4.1% among 78,000. AID 1794788
UACC-62: UACC-62 melanoma; hit rate 5.4% among 81,000
Active calls of the source: *; & = joins results of further samples. Rule for the calls: active = growth percent below 10; inactive = the rest.

How did CCC(CC)(C[N+](=O)[O-])C[N+](=O)[O-] do in these assays?
BT-549: 109; MALME-3M: 92; UACC-257: 96; SK-MEL-28: 107; T-47D: 99; SK-MEL-2: 102; HS 578T: 104; UACC-62: 104

What do the screens show for `Cc1ccc(CN2CCC3CCC(C3)C2)c(O)c1` (centres undefined)?
BT-549: 117; UACC-257: 123; SK-MEL-28: 119; T-47D: 102; SK-MEL-2: 96; HS 578T: 85; UACC-62: 102

What do the screens show for `CN[C@]1(c2ccccc2Cl)CCCC[C@@H]1NCCCN1CCCC1`?
BT-549: 115; MALME-3M: 97; UACC-257: 94; SK-MEL-28: 102; T-47D: 101; SK-MEL-2: 102; HS 578T: 95; UACC-62: 104

How did CCCN(CC(=O)O)N=O do in these assays?
BT-549: 104; MALME-3M: 107; UACC-257: 126; SK-MEL-28: 100; T-47D: 99; SK-MEL-2: 88; UACC-62: 106

Results for OC(CNC1CCCCC1)c1ccccc1 (centres undefined) ?
BT-549: 102; MALME-3M: 102; UACC-257: 102; SK-MEL-28: 112; T-47D: 103; SK-MEL-2: 131; HS 578T: 114; UACC-62: 103

Results for ClC(Cl)=C(c1ccc(Cl)cc1)c1ccc(Cl)cc1 ?
BT-549: 103; MALME-3M: 108; UACC-257: 109; SK-MEL-28: 106; SK-MEL-2: 112; HS 578T: 91; UACC-62: 105

How did O=C1OC(c2cccnc2)=N/C1=C\c1ccc(Cl)cc1 do in these assays?
BT-549: 87; UACC-257: 104; SK-MEL-28: 111; T-47D: 98; SK-MEL-2: 123; HS 578T: 88

What do the screens show for `O=P(NC1CCCCC1)(N1CC1)N1CC1`?
BT-549: 88; MALME-3M: 102; UACC-257: 92; SK-MEL-28: 110; T-47D: 109; SK-MEL-2: 120; HS 578T: 102; UACC-62: 83

What do the screens show for `Cc1cc[c-]cc1.Fc1c[c-]c(-c2ccccn2)c(F)c1.[Pt+2].c1ccc([PH+](c2ccccc2)c2ccccn2)cc1`?
BT-549: 63; MALME-3M: -2.3*; UACC-257: 87; SK-MEL-28: 39; T-47D: 24; SK-MEL-2: 72; HS 578T: 39; UACC-62: 64

What do the screens show for `COc1ccc2nc(Cl)c(/C=C(\C#N)C(=O)c3cn(Cc4ccccc4)c4ccccc34)cc2c1`?
BT-549: 111; MALME-3M: 101; UACC-257: 109; SK-MEL-28: 102; T-47D: 100; SK-MEL-2: 108; HS 578T: 102; UACC-62: 97

Results for [Cl][Sn]([c]1ccccc1)([c]1ccccc1)[c]1ccccc1 ?
BT-549: -83*; MALME-3M: -64*; UACC-257: -94*; SK-MEL-28: -85*; SK-MEL-2: -63*; HS 578T: 0.6*; UACC-62: -75*

How did CCCCCC/C=C/c1cc(O)c2c(c1)OC(C)(C)[C@H]1CC[C@H](C)C[C@H]21 do in these assays?
BT-549: 104; MALME-3M: 98; UACC-257: 102; SK-MEL-28: 97; T-47D: 91; SK-MEL-2: 106; HS 578T: 100; UACC-62: 86

What do the screens show for `O=C(c1ccccc1)C(F)(Cl)Cl`?
BT-549: 108; MALME-3M: 117; UACC-257: 100; SK-MEL-28: 114; T-47D: 84; SK-MEL-2: 107; HS 578T: 94; UACC-62: 98

What do the screens show for `OC(c1ccccc1)(c1ccccc1)c1ccncc1`?
BT-549: 104; MALME-3M: 103; UACC-257: 75; SK-MEL-28: 102; T-47D: 97; SK-MEL-2: 115; HS 578T: 119; UACC-62: 106

What do the screens show for `CCCCOC(=O)CC(C)SP1(=S)OCC(CC)(CC)CO1` (centres undefined)?
BT-549: 110; MALME-3M: 95; UACC-257: 96; SK-MEL-28: 117; T-47D: 100; SK-MEL-2: 99; HS 578T: 107; UACC-62: 108

How did O=[N+]([O-])c1ccccc1N1CCNCC1 do in these assays?
BT-549: 111; MALME-3M: 89; UACC-257: 94; SK-MEL-28: 104; T-47D: -4.8*; SK-MEL-2: 106; HS 578T: 107; UACC-62: 96

How did CC(=O)OC(C(=O)O)(c1ccccc1)c1ccccc1 do in these assays?
BT-549: 106; MALME-3M: 97; SK-MEL-28: 112; T-47D: 113; SK-MEL-2: 97; HS 578T: 97; UACC-62: 93

How did CCCCCCCCCCCCCC[P+](CCCCCC)(CCCCCC)CCCCCC do in these assays?
MALME-3M: -84*; UACC-257: -35*; SK-MEL-28: -98*; T-47D: -15*; SK-MEL-2: -3.6*; HS 578T: -36*; UACC-62: -28*

Results for CCCCCCCCNCC(O)c1ccc(Cl)c(Cl)c1 (centres undefined) ?
BT-549: 115; MALME-3M: 102; UACC-257: 106; SK-MEL-28: 108; T-47D: 92; SK-MEL-2: 100; HS 578T: 98; UACC-62: 87

Results for CCN1C[C@@]2(COC)C3[C@@H](OC)[C@H]4[C@@H]1[C@]3(C(OC)C[C@H]2O)C1C[C@@]2(O)[C@H](OC(=O)c3ccccc3)C1[C@]4(OC(C)=O)[C@@H](O)[C@@H]2OC (some centres undefined) ?
BT-549: 103; MALME-3M: 105; UACC-257: 102; SK-MEL-28: 118; T-47D: 99; HS 578T: 99; UACC-62: 103

How did Cn1cc(-c2csc(-c3cn(CCN4CCOCC4)c4ccc(Br)cc34)n2)c2cccnc21 do in these assays?
BT-549: 89; MALME-3M: 100; UACC-257: 100; SK-MEL-28: 90; T-47D: 26; SK-MEL-2: 91; HS 578T: 70

How did COc1cc(C=Nc2cc(Cl)cc(Cl)c2)ccc1N(CCCl)CCCl do in these assays?
BT-549: 85; MALME-3M: 75; UACC-257: 100; SK-MEL-28: 104; T-47D: 95; SK-MEL-2: 113; HS 578T: 93; UACC-62: 83

Results for Cc1cc([N+](=O)[O-])c2ccccc2[n+]1[O-] ?
BT-549: -19*; MALME-3M: -41*; UACC-257: -28*; SK-MEL-28: 15&42; T-47D: -8.8*; SK-MEL-2: -79*; HS 578T: -14*; UACC-62: -86*

What do the screens show for `Nc1nc([Se])c2ncn(C3OC(CO)C(O)C3O)c2n1` (centres undefined)?
BT-549: 70; MALME-3M: 69; UACC-257: 84; SK-MEL-28: 99; T-47D: 93; SK-MEL-2: 104; HS 578T: 75; UACC-62: 68

What do the screens show for `CCOP(=O)(CC#N)OCC`?
BT-549: 90; MALME-3M: 111; UACC-257: 93; SK-MEL-28: 109; T-47D: 99; SK-MEL-2: 105; HS 578T: 106; UACC-62: 104

How did O=Cc1cn(Cc2ccccc2)c2ccccc12 do in these assays?
BT-549: 95; MALME-3M: 127; UACC-257: 38; SK-MEL-28: 216; T-47D: 41; SK-MEL-2: 27; HS 578T: 150; UACC-62: 33

What do the screens show for `CC12CCC3C(CC=C4CC(O)CCC43C)C1C/C(=C\c1ccc(OCC(=O)N3CCCC3)cc1)C2=O` (centres undefined)?
BT-549: 99; MALME-3M: 114; UACC-257: 82; SK-MEL-28: 104; T-47D: 102; SK-MEL-2: 112; UACC-62: 110

How did Cn1c(=O)c2[nH]cnc2n(C)c1=O do in these assays?
BT-549: 98; MALME-3M: 100; UACC-257: 108; SK-MEL-28: 124; SK-MEL-2: 101; HS 578T: 111

What do the screens show for `CCCNC(=O)CC(C)(C)C(=O)N[C@H]1N=C(c2ccccc2)c2ccccc2N(C)C1=O`?
BT-549: 106; MALME-3M: 74; UACC-257: 102; SK-MEL-28: 108; T-47D: 102; SK-MEL-2: 105; HS 578T: 110; UACC-62: 92

What do the screens show for `Clc1ccc(Br)cc1`?
BT-549: 113; MALME-3M: 118; UACC-257: 102; SK-MEL-28: 122; T-47D: 97; SK-MEL-2: 99; HS 578T: 128; UACC-62: 95

11 successive entries from above, for reference:
Results for CCN1C[C@@]2(COC)C3[C@@H](OC)[C@H]4[C@@H]1[C@]3(C(OC)C[C@H]2O)C1C[C@@]2(O)[C@H](OC(=O)c3ccccc3)C1[C@]4(OC(C)=O)[C@@H](O)[C@@H]2OC (some centres undefined) ?
BT-549: 103; MALME-3M: 105; UACC-257: 102; SK-MEL-28: 118; T-47D: 99; HS 578T: 99; UACC-62: 103

How did Cn1cc(-c2csc(-c3cn(CCN4CCOCC4)c4ccc(Br)cc34)n2)c2cccnc21 do in these assays?
BT-549: 89; MALME-3M: 100; UACC-257: 100; SK-MEL-28: 90; T-47D: 26; SK-MEL-2: 91; HS 578T: 70

How did COc1cc(C=Nc2cc(Cl)cc(Cl)c2)ccc1N(CCCl)CCCl do in these assays?
BT-549: 85; MALME-3M: 75; UACC-257: 100; SK-MEL-28: 104; T-47D: 95; SK-MEL-2: 113; HS 578T: 93; UACC-62: 83

Results for Cc1cc([N+](=O)[O-])c2ccccc2[n+]1[O-] ?
BT-549: -19*; MALME-3M: -41*; UACC-257: -28*; SK-MEL-28: 15&42; T-47D: -8.8*; SK-MEL-2: -79*; HS 578T: -14*; UACC-62: -86*

What do the screens show for `Nc1nc([Se])c2ncn(C3OC(CO)C(O)C3O)c2n1` (centres undefined)?
BT-549: 70; MALME-3M: 69; UACC-257: 84; SK-MEL-28: 99; T-47D: 93; SK-MEL-2: 104; HS 578T: 75; UACC-62: 68

What do the screens show for `CCOP(=O)(CC#N)OCC`?
BT-549: 90; MALME-3M: 111; UACC-257: 93; SK-MEL-28: 109; T-47D: 99; SK-MEL-2: 105; HS 578T: 106; UACC-62: 104

How did O=Cc1cn(Cc2ccccc2)c2ccccc12 do in these assays?
BT-549: 95; MALME-3M: 127; UACC-257: 38; SK-MEL-28: 216; T-47D: 41; SK-MEL-2: 27; HS 578T: 150; UACC-62: 33

What do the screens show for `CC12CCC3C(CC=C4CC(O)CCC43C)C1C/C(=C\c1ccc(OCC(=O)N3CCCC3)cc1)C2=O` (centres undefined)?
BT-549: 99; MALME-3M: 114; UACC-257: 82; SK-MEL-28: 104; T-47D: 102; SK-MEL-2: 112; UACC-62: 110

How did Cn1c(=O)c2[nH]cnc2n(C)c1=O do in these assays?
BT-549: 98; MALME-3M: 100; UACC-257: 108; SK-MEL-28: 124; SK-MEL-2: 101; HS 578T: 111

What do the screens show for `CCCNC(=O)CC(C)(C)C(=O)N[C@H]1N=C(c2ccccc2)c2ccccc2N(C)C1=O`?
BT-549: 106; MALME-3M: 74; UACC-257: 102; SK-MEL-28: 108; T-47D: 102; SK-MEL-2: 105; HS 578T: 110; UACC-62: 92

What do the screens show for `Clc1ccc(Br)cc1`?
BT-549: 113; MALME-3M: 118; UACC-257: 102; SK-MEL-28: 122; T-47D: 97; SK-MEL-2: 99; HS 578T: 128; UACC-62: 95

Next part.
What do the screens show for `CC1(C)N=C(N)N=C(N)N1c1ccc(CCCCc2ccc(Cl)cc2S(=O)(=O)F)c(Cl)c1`?
BT-549: 37; MALME-3M: 39; UACC-257: 10; SK-MEL-28: 38; T-47D: 29; SK-MEL-2: 38; HS 578T: 66; UACC-62: 23

Results for O=[N+]([O-])/C=C/c1ccc(O)cc1 ?
BT-549: 98; MALME-3M: 110; UACC-257: 87; SK-MEL-28: 101; T-47D: 88; SK-MEL-2: 99; HS 578T: 107; UACC-62: 103

Results for CCOC(=O)C(O)(c1ccc(Cl)cc1)c1ccc(Cl)cc1 ?
MALME-3M: 95; UACC-257: 101; SK-MEL-28: 99; SK-MEL-2: 103; HS 578T: 91

How did Cc1c(OCC(=O)N/N=C/c2ccc(N(CCCl)CCCl)cc2)ccc2c(=O)c3ccccc3oc12 do in these assays?
BT-549: 86; MALME-3M: 65; UACC-257: 104; SK-MEL-28: 89; SK-MEL-2: 108; HS 578T: 88; UACC-62: 59

What do the screens show for `CN(C)CCSC1=Nc2ccc(Cl)cc2C(c2ccccc2Cl)=NC1`?
BT-549: 96&109; MALME-3M: 91&88; UACC-257: 101&100; SK-MEL-28: 115&107; T-47D: 96&85; SK-MEL-2: 103&103; HS 578T: 107&110; UACC-62: 98&101

What do the screens show for `O=C(O)/C=C/c1ccccc1`?
BT-549: 105; MALME-3M: 102&117; UACC-257: 100&100; SK-MEL-28: 102&115; T-47D: 105&106; SK-MEL-2: 110; HS 578T: 96&104; UACC-62: 101&99

How did ClCCN(Cc1ccccc1)Cc1ccccc1 do in these assays?
BT-549: 110; MALME-3M: 108; UACC-257: 103; SK-MEL-28: 121; T-47D: 98; SK-MEL-2: 114; HS 578T: 105; UACC-62: 99

Results for CCCCCCC(C)(C)c1cc(O)c2c(c1)OC(C)(C)C1CC=C(C(=O)O)CC21 (centres undefined) ?
BT-549: 94; MALME-3M: 78; UACC-257: 66; SK-MEL-28: 130; T-47D: 76; SK-MEL-2: 95; HS 578T: 100; UACC-62: 76

How did COC(=O)C12CCc3cc(OC)ccc3C1=CC(=O)C2 (centres undefined) do in these assays?
BT-549: 140; MALME-3M: 103; UACC-257: 113; SK-MEL-28: 100; T-47D: 104; SK-MEL-2: 128; HS 578T: 103; UACC-62: 105

How did Cn1cc([N+](=O)[O-])cc1C(=O)C(Cl)(Cl)Cl do in these assays?
BT-549: 122; MALME-3M: 86; UACC-257: 106; SK-MEL-28: 108; T-47D: 92; SK-MEL-2: 100; HS 578T: 101; UACC-62: 88

What do the screens show for `NC(=O)SCC(=O)Nc1ccc([As](=O)(O)O)cc1`?
BT-549: 92; MALME-3M: 122; UACC-257: 74; SK-MEL-28: 101; T-47D: 112; SK-MEL-2: 73; HS 578T: 82; UACC-62: 97

What do the screens show for `O=C1CC2OCC=C3CN4CC[C@]56c7ccccc7N1C5[C@H]2[C@H]3CC46` (some centres undefined)?
BT-549: 87; MALME-3M: 92; UACC-257: 101; SK-MEL-28: 108; T-47D: 107; SK-MEL-2: 110; HS 578T: 113; UACC-62: 102

Results for O=[N+]([O-])c1ccc(OCCCOc2ccc(S(=O)(=O)F)cc2)c(Cl)c1 ?
BT-549: 88; MALME-3M: 99; UACC-257: 96; SK-MEL-28: 100; SK-MEL-2: 96; HS 578T: 95; UACC-62: 71

What do the screens show for `CC1Cc2cc3c(cc2CN1C)OCO3` (centres undefined)?
BT-549: 102; MALME-3M: 97; UACC-257: 87; SK-MEL-28: 112; T-47D: 97; SK-MEL-2: 99; HS 578T: 116; UACC-62: 95

What do the screens show for `CC1CN1P(=O)(N1CC2CCC(CC2)C1)N1CC1C` (centres undefined)?
BT-549: 107; MALME-3M: 93; UACC-257: 105; SK-MEL-28: 120; T-47D: 93; SK-MEL-2: 100; HS 578T: 103; UACC-62: 107

These rows are one share of the data, so the mix of outcomes need not match the whole.
